Nrf2 activator = qHTS of Nrf2 Activators; AREc32 ARE-luciferase reporter (MCF7-derived line), luminescence, 24 h; Potency, µM (series often up to 46.1 µM), inactives show at the top dose activation, most hits filed as activators; 0.31% of 410,000 active; further: % of control where 0% means no effect; nearly all actives have a fitted effect of over 65% in size
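Luciferase luminescence (Steady-Glo, 30 min at room temperature) served as the read-out of ARE activation in AREc32 cells treated with compounds for 24 hr at 37 deg C.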
Nrf2 inh = Nrf2 qHTS screen for inhibitors. A549 ARE-Fluc reporter, luciferase luminescence, 18-24 h. 2.1% of 360,000 active. Potency, µM (series often up to 46 µM), for the others: at the highest dose activity change, negative = inhibition, most hits filed as inhibitors. AID 504444, 2011; further: on the % scale 0 is the no-effect control and ±100 the full control effect; nearly all actives have a fitted effect of over 60% in size
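Nrf2 activity is the BugLite luminescence, read 15 min after reagent at room temperature, following CellTiter-Fluor cytotoxicity readout (30 min, 37C). Compound titrations were applied for 18-24 h to 5000 A549 ARE_Fluc cells/well in 5% FBS OPTI-MEM.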
S2 tox = Viability Counterscreen for Primary qHTS for Inhibitors of ATXN expression; S2 cells (HEK-293 line with an ATXN2-luciferase reporter) viability, CellTiter-Fluor protease fluorescence, 24 h; Potency, µM (titrated, usually from 56.7 µM), hits mostly cytotoxic; 0.49% of 400,000 active; further: nearly all actives have a fitted effect of over 40% in size
HepG2 viability = qHTS for Inhibitors of TGF-b: Cytotox Counterscreen; HepG2 CAGA-GFP viability, ATP luminescence, 18 h; 0.76% of 410,000 active; Potency, µM (top dose mostly 46.1 µM), for inactives: at the top dose activity change, negative = cytotoxicity, hits mostly cytotoxic; further: some results filed as inactive show a strong effect at the top dose
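HepG2 CAGA-GFP cells (1000/well, DMEM with 1% FBS) received compound, then TGF-beta at 500 pg/mL final, and were incubated 18 hours at 37 degrees C. Viability was read by CellTiter-Glo luminescence. Media-only wells were set as complete cell-killing and DMSO as no toxicity.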
TGFb SMAD3 inh = qHTS for Inhibitors of TGF-b; HepG2 CAGA-GFP TGF-b/SMAD3 reporter, GFP fluorescence, 18 h; TGF-beta stimulated, 500 pg/mL final; AID 588855, 2011; 1.2% of 410,000 active; Potency, µM (series often up to 46.1 µM), for the others: top-dose activity, negative = inhibition, actives largely listed as inhibitors; further: on the % scale 0 is the no-effect control and ±100 the full control effect; nearly all actives have a fitted effect of over 65% in size
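HEPG2 CAGA-GFP cells (1000/well, DMEM with 1% FBS) were pre-incubated 2 h at 37 degrees C, given compound by pin tool, then stimulated with TGF-beta at 500 pg/mL final for 18 h before per-cell GFP fluorescence imaging.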
MCF10A rereplic = A quantitative high throughput screen for small molecules that induce DNA re-replication in MCF 10a normal breast cells | MCF 10A DNA re-replication, Hoechst nuclear intensity, 48 h | Potency, µM (doses to about 46.1 µM), inactives show at the highest dose activity, positive = re-replication, hits mostly activators | AID 624296, 2012 | 2.9% of 350,000 active; further: % of control where 0% means no effect; nearly all actives have a fitted effect of over 50% in size
ATXN2 expr inh = Primary qHTS for Inhibitors of ATXN expression; HEK-293 ATXN2-luciferase reporter, luminescence, 24 h; Potency, µM (top dose mostly 57 µM), without a hit: at the top dose activity change, negative = inhibition, most hits filed as inhibitors; 0.72% of 360,000 active; further: on the % scale 0 is the no-effect control and ±100 the full control effect; nearly all actives have a fitted effect of over 55% in size
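ATXN2-luciferase reporter cells (luciferase flanked by upstream and downstream ATXN2 gene portions) were treated 24 h at 37 °C with compounds at up to 57 uM. SteadyGlo luminescence gave expression; GF-AFC fluorescence gave viability.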
A549 viability = Nrf2 qHTS screen for inhibitors: counterscreen for cytotoxicity; A549 ARE-Fluc cells, CellTiter-Fluor viability, 18-24 h; Potency, µM (titrated, usually from 46 µM), inactives show top-dose activity change, negative = cytotoxicity, usual class: inhibitors; 0.16% of 390,000 active; further: on the % scale 0 is the no-effect control and ±100 the full control effect
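A549 ARE_Fluc cells in 5% FBS OPTI-MEM were exposed to compounds in concentration-response for 18-24 h at 37 deg C. Viability was read by CellTiter-Fluor fluorescence (Ex 405/Em 525) after 30 min, before the luciferase read.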
EPAC2 antag = qHTS for Antagonist of cAMP-regulated guanine nucleotide exchange factor 2 (EPAC2): primary screen. EPAC2 GEF exchange of Rap1B-BODIPY-GDP, fluorescence. Potency, µM (titrated, usually from 114 µM), without a hit: top-dose activity, negative = inhibition, actives largely listed as inhibitors. 0.18% of 360,000 active; further: on the % scale 0 is the no-effect control and ±100 the full control effect; nearly all actives have a fitted effect of over 45% in size; many of its hits are not listed in these tables
Target sequence (Q8WZA2 whole entry, looked up): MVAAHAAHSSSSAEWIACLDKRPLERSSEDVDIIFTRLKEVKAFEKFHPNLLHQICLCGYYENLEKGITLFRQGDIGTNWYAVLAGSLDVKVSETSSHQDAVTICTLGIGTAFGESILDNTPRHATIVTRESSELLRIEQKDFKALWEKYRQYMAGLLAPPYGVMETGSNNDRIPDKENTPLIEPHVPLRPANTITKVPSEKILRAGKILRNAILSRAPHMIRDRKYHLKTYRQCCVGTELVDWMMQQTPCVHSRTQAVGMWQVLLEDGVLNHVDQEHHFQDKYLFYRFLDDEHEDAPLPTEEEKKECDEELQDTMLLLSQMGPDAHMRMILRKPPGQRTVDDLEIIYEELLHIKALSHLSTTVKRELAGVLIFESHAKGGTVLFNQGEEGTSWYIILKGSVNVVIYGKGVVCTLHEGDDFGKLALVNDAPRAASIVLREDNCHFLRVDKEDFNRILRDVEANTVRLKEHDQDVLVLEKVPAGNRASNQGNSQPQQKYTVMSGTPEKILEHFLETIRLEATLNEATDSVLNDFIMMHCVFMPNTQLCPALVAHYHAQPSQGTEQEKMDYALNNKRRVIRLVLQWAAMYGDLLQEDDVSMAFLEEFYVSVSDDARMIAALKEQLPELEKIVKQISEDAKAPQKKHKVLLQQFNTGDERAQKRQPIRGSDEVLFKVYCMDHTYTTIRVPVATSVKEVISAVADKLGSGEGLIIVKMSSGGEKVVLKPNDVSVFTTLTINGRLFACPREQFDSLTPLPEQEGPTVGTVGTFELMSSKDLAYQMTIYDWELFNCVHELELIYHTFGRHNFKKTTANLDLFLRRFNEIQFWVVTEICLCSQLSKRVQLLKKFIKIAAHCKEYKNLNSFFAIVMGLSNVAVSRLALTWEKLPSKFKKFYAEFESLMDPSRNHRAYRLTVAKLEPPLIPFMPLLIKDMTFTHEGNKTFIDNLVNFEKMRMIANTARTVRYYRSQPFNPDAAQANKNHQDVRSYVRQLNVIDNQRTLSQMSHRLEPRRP
Numbers without * were called inactive; i = inactive; ? = inconclusive; · = no result given; & = joins results of further samples; [ ] = another dose, or the depositor's remark. The call rests on the fitted dose curve; in most records, active means well fitted curve in the direction sought with a large enough effect; inconclusive means small, poorly fitted or top-dose-only effect, or another doubt; inactive means no such curve, though single readings can be large; an effect the other way counts as inactive or inconclusive. Potency means the concentration at half of the fitted maximal effect. This is a subset (hit frequency here may not be typical).

SMILES | Nrf2 activator | Nrf2 inh | S2 tox | HepG2 viability | TGFb SMAD3 inh | MCF10A rereplic | ATXN2 expr inh | A549 viability | EPAC2 antag
Cc1ccc(C(=O)CN(C(=O)c2ccc(Cl)c(Cl)c2)N2C(=O)C3CCCCC3C2=O)cc1C (configuration not stated) | -1.0% | 7% | i | -27% | -11% | 16% | -1% | -1% | -4%
CC(C)(C)c1ccc(C(=O)Nc2ccc(NC(=O)C(=O)O)cc2)o1 | -0.9% | ? | i | 5% | 4% | -2% | -13% | 1% | 2%
O=C(NNc1nc(-c2ccccc2)c2cc(Br)ccc2n1)c1ccc(S(=O)(=O)N2CCCCC2)cc1 | -0.2% | -13% | i | -3% | 2% | 0% | 3% | 2% | 11%
CC(CN1CCCCC1)OC(=O)c1cc2ccccc2o1 (configuration not stated) | -0.1% | -2% | i | -10% | -1% | -1% | 2% | -8% | 2%
Cc1ccc(CNC(=O)C2CCN(S(=O)(=O)c3ccc4c(c3)CC(C)N4C(=O)C3CCC3)CC2)o1 (configuration not stated) | 6.7% | 12% | i | -25% | -28% | -5% | · | -9% | -4%
CC(=O)N1CCN(c2ccc(NC(=O)c3ccccc3Br)cc2Cl)CC1 | 2.8% | · | i | 6% | 4% | 6% | 11% | 0% | 10%
CC(C)(C)NC(=O)Cc1ccc(S(=O)(=O)N2CCCC2)s1 | -0.7% | -3% | i | 1% | ? | -5% | -2% | -8% | -2%
CC1(c2ccccc2)NC(=O)N(CC(=O)Nc2ccc3c(c2)OCO3)C1=O (configuration not stated) | -0.2% | 0% | i | 1% | 0% | -3% | 5% | 2% | -5%
CC(=O)Nc1cccc(-c2nc3ccccc3s2)c1C | 0.4% | 7.3µM* | i | 1% | 13% | 0% | · | -6% | -10%
O=S(=O)(NCC1CCN(Cc2ccccc2)CC1)c1ccccc1C(F)(F)F | -0.5% | 6% | · | -1% | -3% | 5% | -12% | 5% | -8%
Cc1ccc(N2C(=O)N(CC(=O)Nc3ccc([N+](=O)[O-])cc3)C(=O)C2C)cc1 (configuration not stated) | 0.6% | -13% | i | -21% | -24% | -1% | 6% | 0% | 2%
O=C(c1ccccn1)N1CCN(S(=O)(=O)c2ccccc2)CC1 | -0.1% | -3% | i | -13% | 1% | ? | 8% | -2% | 2%
COc1cc(C(C)=O)ccc1Oc1ncnc2c1cnn2-c1ccc(F)cc1 | 3.3% | ? | ? | 0% | ? | -5% | 8% | -2% | ?
COc1ccccc1CNc1ccc(-c2nc(-c3cccnc3)no2)cc1[N+](=O)[O-] | -0.6% | 5% | i | 0% | ? | · | 11% | 8% | ·
CC1(C)C2CCC(C2)C1(C)NC(=O)CN1CCN(Cc2ccccc2)CC1 (configuration not stated) | -0.6% | 6% | i | 9% | ? | 17% | 19%[11.3 µM] | 0% | -5%
CC(C)(C)OC(=O)C[C@H]1C/C=C\C[C@H](CC(=O)N(CCO)Cc2ccccc2)C(=O)N[C@H](C(C)(C)C)COC1=O | -0.5% | 1% | i | -23% | -6% | ? | -21% | -5% | -7%
CCN(CC)C(=O)CS(=O)(=O)CC(=O)Nc1cc(OCCOC)c(Cl)cc1Cl | 4.0% | 3% | i | 7% | -2% | 3% | -6% | 1% | -16%
O=C(CN1C(=O)C2CC=CCC2C1=O)Nc1cc(C(F)(F)F)ccc1N1CCCC1 (configuration not stated) | -0.4% | 5% | i | 3% | -1% | -2% | 10% | 1% | -4%
CCc1ccccc1N(CC(=O)N/N=C/c1ccc(OC(=O)OC)c(OC)c1)S(C)(=O)=O | 2.5% | 20% | i | 0% | 23% | -4% | 10% | -5% | 3%
COc1ccc2c(c1)c1c(c(=O)n(CCc3ccccc3)c(=O)n1Cc1cccc(Cl)c1)n2C | -0.3% | 21% | i | 3% | 9% | · | 1% | 0% | ·
Cc1cccc(N2NC(=O)/C(=C/c3ccc(-c4ccc(Cl)c(C(=O)O)c4)o3)C2=O)c1 | -0.5% | 10% | i | 1% | 2% | 3% | 6% | -14% | 8%
Nc1nc(-c2ccc(S(=O)(=O)N3CCCCC3)cc2)cs1 | 1.9% | ? | ? | -19% | ? | -4% | · | 3% | -10%
Cc1c(-c2ccccc2)c(=O)oc2ccc(O)cc12 | 3.5% | -10% | i | -13% | -21% | -12% | · | 5% | 0%
CC(C)(C)C(=O)Nc1ccccc1C(=O)NCc1ccco1 | -0.7% | 7% | i | 15% | 18% | 0% | 1% | -2% | 12%[57.1 µM]
CCOc1ccc(CNC(=O)CCC(=O)n2nc(C)c3ccccc32)cc1 | 0.1% | -11% | i | 13% | 4% | -2% | · | 1% | -7%
CCOC(=O)c1c(C)oc2nc(C)nc(N3CCN(c4cc(Cl)ccc4C)CC3)c12 | 0.5% | -6% | i | -20% | ? | · | -8% | 3% | ·
Cc1ccn(-c2cc(O)c(-n3ccc(C)n3)cc2O)n1 | 0.3% | 1% | i | -15% | -25% | -1% | · | 12% | -1%
O=C(CNC(=O)c1ccc(F)cc1)c1ccc(Cl)cc1 | 3.6% | ? | i | -13% | 10% | 22% | 21% | ? | -4%
Cc1ccc(SCC(c2ccccc2)N2CCN(C)CCC2=O)cc1 (configuration not stated) | · | ? | · | -6% | -6% | · | · | -3% | ·
CCNC(=O)c1cc2c(c(-c3cccc(-c4cc5ccccc5o4)c3)n1)[C@H](CCO)N(C(=O)NC(C)C)C2 | -0.1% | · | ? | · | · | · | ? | · | -9%

Reformatted: 10 of the compounds above
Screens in order – Nrf2 activator	Nrf2 inh	S2 tox	HepG2 viability	TGFb SMAD3 inh	MCF10A rereplic	ATXN2 expr inh	A549 viability	EPAC2 antag
O=C(CN1C(=O)C2CC=CCC2C1=O)Nc1cc(C(F)(F)F)ccc1N1CCCC1 (configuration not stated)
  -0.4%	5%	i	3%	-1%	-2%	10%	1%	-4%
CCc1ccccc1N(CC(=O)N/N=C/c1ccc(OC(=O)OC)c(OC)c1)S(C)(=O)=O
  2.5%	20%	i	0%	23%	-4%	10%	-5%	3%
COc1ccc2c(c1)c1c(c(=O)n(CCc3ccccc3)c(=O)n1Cc1cccc(Cl)c1)n2C
  -0.3%	21%	i	3%	9%	·	1%	0%	·
Cc1cccc(N2NC(=O)/C(=C/c3ccc(-c4ccc(Cl)c(C(=O)O)c4)o3)C2=O)c1
  -0.5%	10%	i	1%	2%	3%	6%	-14%	8%
Nc1nc(-c2ccc(S(=O)(=O)N3CCCCC3)cc2)cs1
  1.9%	?	?	-19%	?	-4%	·	3%	-10%
Cc1c(-c2ccccc2)c(=O)oc2ccc(O)cc12
  3.5%	-10%	i	-13%	-21%	-12%	·	5%	0%
CC(C)(C)C(=O)Nc1ccccc1C(=O)NCc1ccco1
  -0.7%	7%	i	15%	18%	0%	1%	-2%	12%[57.1 µM]
CCOc1ccc(CNC(=O)CCC(=O)n2nc(C)c3ccccc32)cc1
  0.1%	-11%	i	13%	4%	-2%	·	1%	-7%
CCOC(=O)c1c(C)oc2nc(C)nc(N3CCN(c4cc(Cl)ccc4C)CC3)c12
  0.5%	-6%	i	-20%	?	·	-8%	3%	·
Cc1ccn(-c2cc(O)c(-n3ccc(C)n3)cc2O)n1
  0.3%	1%	i	-15%	-25%	-1%	·	12%	-1%

More compounds.
SMILES | Nrf2 activator | Nrf2 inh | S2 tox | HepG2 viability | TGFb SMAD3 inh | MCF10A rereplic | ATXN2 expr inh | A549 viability | EPAC2 antag
Cc1nonc1NC(=O)CSc1nc(CCC2CCCC2)nc2ccccc12 | 0.3% | ? | i | -32% | -15% | 7.3µM* | · | 0% | 3%
CC(C)CNC(=O)c1ccccc1NC(=O)c1ccc(CSc2ccccc2)cc1 | 3.4% | -3% | i | 4% | 10% | ? | -6% | 14% | -1%
CC(C)N=C1CCCC1C(=S)SSC(=S)C1CCCC1=NC(C)C (configuration not stated) | -5.8% | · | 0.28µM* | -55% | ? | · | · | · | 4%
O=C(O)C1CCCN1S(=O)(=O)c1ccc(Br)s1 (configuration not stated) (tested in a mixture with another compound) | -0.2% | -17% | i | -26% | 6% | 5% | -1% | 1% | 10%
COC(=O)NNC(=O)Cc1cccc2ccccc12 | 0.3% | 9% | i | -17% | 1% | 6% | 13% | -3% | 6%
COc1ccccc1-n1c(Cc2cccs2)n[nH]c1=S | -0.4% | -1% | i | -7% | -4% | ? | 9% | 2% | 6%
O=C(NCCc1ccccc1Cl)c1ccc2nc3ccccc3c(=O)n2c1 | 0.2% | -14% | i | -9% | -2% | ? | 11% | 0% | -12%
CC(C)(C)OC(=O)N[C@H](/C=C/c1ccccc1)C(=O)OC(C)(C)C | -0.7% | 2% | i | -23% | 0% | 1% | -10% | 6% | -25%
CCOC(=O)CCCn1nc(C)n2c(cc3sccc32)c1=O | -0.1% | -1% | i | 7% | 8% | -8% | -4% | 1% | 0%[57.1 µM]
COc1ccc(OC)c(CNC(=O)CCn2c(=O)c3cccn3c3ccc(F)cc32)c1 | -0.4%&0.3% | -3%&5% | i | 6%&-6% | 12%&0% | 0% | 0% | 3%&-6% | -7%
Cc1ccc(S(=O)(=O)NC(Cc2ccccc2)C(=O)O)cc1 (configuration not stated) | 0.1% | 2% | i | 2% | 1% | -1% | -7% | 0% | -7%
Cc1cc(NC(=O)CCc2nc3cccnc3n2-c2ccccc2)ccc1Br | 4.4% | ? | ? | -35% | -9% | · | ? | -2% | ·
COC(=O)c1cc(OC)c(OC)cc1NC(=S)N1CCN(C)CC1 | -0.1% | 4% | i | -9% | 1% | -4% | -4% | 5% | 0%
CC1CC(C)CN(Cc2nc(N)nc(Nc3ccc4ccccc4c3)n2)C1 (configuration not stated) | 6.2% | -9% | ? | -58% | ? | 5.8µM* | -31% | -30% | -2%
